EBV LMP1 NFkB: EBV LMP1-driven NF-kappaB luciferase reporter inhibitors, primary screen, cell-based, luminescence, single point; LMP1-induced NF-kappaB luciferase reporter cells; 350,000 tested, 0.69% active; AID 504558, 2011; inhibition, % at 12.5 µM; in the data active means inhibition above about 41%; inconclusive means no clear call, values can overlap the other calls;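 further: 0% = neutral control wells and 100% = reference inhibitor control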
Vif imaging: HIV Vif self-association inhibitors, primary screen, imaging, HEK293T, single point | 340,000 tested, 0.35% active | HEK293T cells, Vif self-association by quenched fluorescence, 24 h | inhibition, % at 7.49 µM; in the data active means inhibition above about 50%, passing the limit was not always enough; inconclusive means no clear call, values can overlap the other calls; inactive means below about 31%; further: some results filed as inactive read as strong as hits
NCOA1 inh: SRC1 coactivator transcriptional activity inhibitors, primary screen, cell-based, luminescence; Nuclear receptor coactivator 1 (Homo sapiens), Q15788; HEK293 GAL4-SRC1 luciferase reporter; inhibition, % at 3.6 µM; 360,000 tested, 0.12% active; AID 588354, 2011;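 active means inhibition above the campaign mean plus 3 SD, with each screening campaign given its own cutoff, cut at about 60% in these data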;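 further: 0% = DMSO treated cells and 100% = gossypol at 36 µM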
TROY NFkB inh: inhibitors of TROY-driven NF-kB signaling, primary screen, Q293 LMP1-TROYcd cells, NF-kB luciferase, uHTS | Q293 LMP1-TROYcd NF-kB luciferase reporter, 4 h | inhibition, % at 10 µM | 360,000 tested, 0.98% active | AID 1347056, 2019;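 active means compounds whose plate-normalised and pattern-corrected inhibition of the luciferase reporter signal at the single screening dose is 50% or more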
NR5A2 inv ag: LRH-1 (NR5A2) inverse agonists, primary screen, cell-based, luminescence, HEK293T, StAR-luciferase reporter; Nuclear receptor subfamily 5 group A member 2 (Homo sapiens), O00482; 360,000 tested, 0.13% active; inhibition, % at 3.6 µM; LRH-1 transfected, 24 h; AID 602396, 2012;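 active means inhibition above the mean inhibition of all tested compounds plus 3 SD, cut at about 73% in these data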;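 further: 0% = DMSO wells and 100% = reporter-only cells lacking LRH-1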
NOD2 RIPK2 PPI: NOD2-RIPK2 binding disruptors in cells, primary screen, fluorescence, CHO cells, BLA complementation. Receptor-interacting serine/threonine-protein kinase 2 (Homo sapiens), O43353. CCF4 ratio. inhibition, % at 4.98 µM. 360,000 tested, 0.38% active. AID 624267, 2012; in the data active means inhibition above about 21%;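 further: 0% = vehicle only and 100% = reference blocker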
COUP-TFII inh: NR2F2 transcriptional activity inhibitors, primary screen, cell-based, luciferase reporter, HEK293T, luminescence; COUP transcription factor 2 (Homo sapiens), P24468; HEK293T NGFI-A luciferase reporter; 370,000 tested, 0.7% active; AID 686940, 2013; inhibition, % at 8.6 µM;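 active means inhibition above a per-plate cutoff, mean inhibition of test wells between control levels plus 3 SD, cut at about 38% in these data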;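 further: cells cotransfected with COUP-TFII expression vector driving the NGFI-A reporter; 0% = median of COUP-TF2 test wells and 100% = reporter-only cells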
TRAIL sens C8: viability loss with TRAIL in NB7+C8 cells, primary screen, TRAIL sensitizer project, cell-based, ATPlite luminescence | inhibition (viability loss, TRAIL sensitization), % at 10 µM | 360,000 tested, 1% active;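 active means compounds causing at least 50% loss of cell viability in the single-dose screen, relative to plate controls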
TLR9-MyD88 inh: inhibitors of TLR9-MyD88 association in cells, primary screen, cell-based, CHO, BLA complementation, fluorescence. CCF4 FRET ratio. 340,000 tested, 0.21% active. Toll-like receptor 9 (Homo sapiens) + Myeloid differentiation primary response protein …. inhibition, % at 4.98 µM;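 active means inhibition above the mean over all tested compounds plus 3 SD, cut at about 21% in these data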;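 further: 0% = DMSO only wells and 100% = clavulanate BLA inhibitor control wells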
SRC2 inh: inhibition of GAL4-SRC2 driven luciferase reporter, primary screen, SRC2 inhibitor project, cell-based, luminescence. 370,000 tested, 0.17% active. Nuclear receptor coactivator 2 (Homo sapiens), Q15596. inhibition, % at 9 µM. HEK293 GAL4-SRC2 luciferase reporter. AID 651957, 2012;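 active means inhibition above the mean inhibition of all tested compounds plus 3 SD, set per campaign, cut at about 52% in these data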;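 further: 0% = DMSO treated cells and 100% = cells given Gossypol at 36 µM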
SRC3 inh: SRC3 coactivator transcriptional activity inhibitors, primary screen, cell-based, luminescence; Nuclear receptor coactivator 3 (Homo sapiens), Q9Y6Q9; HEK293 GAL4-SRC3 luciferase reporter; inhibition, % at 3.6 µM; 360,000 tested, 0.17% active;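 active means inhibition above a per-campaign cutoff, the mean of all compounds plus 3 SD, cut at about 60% in these data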;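 further: 0% = DMSO-treated cells and 100% = gossypol-treated cells at 36 µM; higher means less SRC3-driven luciferase light from the GAL4 reporter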
Target sequence (Q9Y6Q9 whole entry, looked up, the tested form may be a part): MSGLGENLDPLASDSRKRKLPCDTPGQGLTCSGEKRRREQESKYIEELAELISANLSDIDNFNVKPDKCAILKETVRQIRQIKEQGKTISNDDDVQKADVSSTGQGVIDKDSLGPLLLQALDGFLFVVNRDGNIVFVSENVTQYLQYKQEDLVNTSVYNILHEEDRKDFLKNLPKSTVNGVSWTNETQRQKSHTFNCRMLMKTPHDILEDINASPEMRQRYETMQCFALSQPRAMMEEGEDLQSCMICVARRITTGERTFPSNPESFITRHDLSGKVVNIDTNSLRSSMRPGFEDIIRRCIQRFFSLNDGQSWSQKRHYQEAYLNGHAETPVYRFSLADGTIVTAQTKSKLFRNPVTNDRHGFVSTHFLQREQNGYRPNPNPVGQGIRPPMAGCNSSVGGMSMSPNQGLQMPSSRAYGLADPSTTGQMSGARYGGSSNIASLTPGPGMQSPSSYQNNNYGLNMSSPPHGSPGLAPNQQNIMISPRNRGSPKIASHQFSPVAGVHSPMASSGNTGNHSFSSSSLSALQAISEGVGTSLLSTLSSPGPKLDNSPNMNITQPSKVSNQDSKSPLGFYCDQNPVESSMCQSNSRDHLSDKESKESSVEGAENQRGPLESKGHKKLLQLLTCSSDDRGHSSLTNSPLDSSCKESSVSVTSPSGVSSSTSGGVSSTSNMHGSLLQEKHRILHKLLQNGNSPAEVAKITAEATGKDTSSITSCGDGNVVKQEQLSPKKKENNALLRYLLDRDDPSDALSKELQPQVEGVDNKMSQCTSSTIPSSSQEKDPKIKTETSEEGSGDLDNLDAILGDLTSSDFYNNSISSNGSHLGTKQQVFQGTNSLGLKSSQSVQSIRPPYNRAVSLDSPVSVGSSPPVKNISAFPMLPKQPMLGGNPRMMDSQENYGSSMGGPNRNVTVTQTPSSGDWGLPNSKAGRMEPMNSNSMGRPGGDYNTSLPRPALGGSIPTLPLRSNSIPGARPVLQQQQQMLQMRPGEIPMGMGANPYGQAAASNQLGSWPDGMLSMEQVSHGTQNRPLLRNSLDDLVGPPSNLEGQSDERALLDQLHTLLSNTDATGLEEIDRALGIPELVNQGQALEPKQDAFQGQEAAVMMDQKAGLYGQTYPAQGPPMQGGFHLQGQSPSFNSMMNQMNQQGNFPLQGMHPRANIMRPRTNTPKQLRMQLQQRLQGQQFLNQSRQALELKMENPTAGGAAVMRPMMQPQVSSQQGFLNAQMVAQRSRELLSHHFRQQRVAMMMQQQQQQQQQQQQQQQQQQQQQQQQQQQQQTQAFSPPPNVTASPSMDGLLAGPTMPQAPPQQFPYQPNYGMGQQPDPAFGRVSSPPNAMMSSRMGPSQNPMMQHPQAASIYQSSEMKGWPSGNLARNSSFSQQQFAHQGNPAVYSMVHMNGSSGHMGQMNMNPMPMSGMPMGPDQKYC
* hit, by the source's call; ? = inconclusive; / = not tested or not shown. Not all compounds are listed; count on the stated rates, not on these rows.

Each structure is followed by: EBV LMP1 NFkB | Vif imaging | NCOA1 inh | TROY NFkB inh | NR5A2 inv ag | NOD2 RIPK2 PPI | COUP-TFII inh | TRAIL sens C8 | TLR9-MyD88 inh | SRC2 inh | SRC3 inh
CCc1nc(SCCO)c2oc3ccccc3c2n1
  2 | -2 | -4 | -6 | 7 | 0 | -5 | 17 | 3 | -5 | 6
O=C(c1nc2ccccn2c1CNCCOc1cccnc1)N1CCOCC1
  0 | 17 | 8 | 12 | -1 | 13 | -4 | -8 | 8 | -6 | 5
O=C(CS(=O)c1ccc(C(F)(F)F)cc1[N+](=O)[O-])Oc1ccccc1 (centres undefined)
  -13 | -3 | 2 | 12 | -18 | 9 | -18 | 0 | -9 | -5 | 9
COc1ccc(NC(=O)C2CCN(S(=O)(=O)c3c(C)noc3C)CC2)cc1
  -13 | -7 | 12 | 0 | -5 | 0 | -14 | -9 | -11 | -16 | 8
Cc1cc(NC(=O)CSc2nccn2C)no1
  -4 | -9 | 1 | 1 | 13 | -12 | 5 | -11 | -2 | 8 | 5
C(=N\Nc1nc(N2CCCC2)nc(N2CCCC2)n1)/c1ccccc1OCc1ccccc1
  8 | -7 | -5 | -37 | -3 | 0 | -1 | -2 | -7 | 1 | -14
N=c1c2c(-c3ccccc3)c(-c3ccccc3)oc2ncn1CCN1CCOCC1
  -5 | 1 | -1 | 6 | 0 | 10 | 5 | 3 | 6 | 2 | -1
COc1ccc(NC(=O)C(=O)N2N=C(C(C)C)CC2(O)C(F)(F)F)cc1 (centres undefined)
  -1 | 14 | 1 | -12 | -18 | -8 | 9 | 0 | -1 | -12 | -3
COc1ccc(/C=C/CN2CCC(CO)(Cc3ccccc3Cl)CC2)cc1
  -3 | 9 | 0 | 6 | 1 | -7 | 18 | 3 | 11 | -19 | 21
Cc1cc(F)ccc1-c1cc(C(=O)Nc2ccc(F)cc2)[nH]n1
  / | 10 | -114 | -59 | -136 | -4 | -57 | 1 | / | -52 | -94
CCNc1nc(Oc2ccc(C(=O)OC)cc2)nc(N(C)C)n1
  -2 | -2 | 1 | -1 | -17 | -2 | -6 | -4 | 5 | 11 | 13
CCCCN(C)CCN1C(=O)C2C(C(=O)Nc3ccc(OC)cc3)C3C=CC2(O3)C1C(=O)NC1CCCCC1 (centres undefined)
  0 | -5 | -14 | -7 | -15 | -2 | -23 | 21 | -2 | -14 | 6
CCC1(CC)Cc2ccccc2-c2nc(CCl)[nH]c(=O)c21
  6 | 0 | 6 | -20 | 0 | -1 | -24 | 4 | -6 | 6 | -2
Cc1ccc(S(=O)(=O)N(C)CC(=O)N2CCN(c3ccccn3)CC2)cc1
  1 | 7 | 1 | 2 | -2 | -4 | -2 | -26 | 14 | -11 | 2
O=[N+]([O-])c1cc2c(c([N+](=O)[O-])c1)Nc1ccccc1O2
  17 | -1 | 9 | 29 | 28 | -3 | 7 | 33 | 3 | 22 | 6
CC1CCCCC1NC(=O)COn1nnc2ccc(Cl)cc21 (centres undefined)
  -6 | / | 12 | 5 | 1 | 10 | 3 | -15 | 1 | 1 | 2
CCOC(=O)c1cc2c(nc1N)CC(C)(CC)OC2 (centres undefined)
  -1 | 5 | -72 | -29 | -68 | 0 | -41 | -2 | -9 | -66 | -64
CCOc1ccc(NS(=O)(=O)c2ccc(C(=O)N(C)CC(=O)Nc3ccc(OC)cc3)cc2)cc1
  0 | -18 | -49 | -28 | -3 | 4 | -9 | 18 | 4 | 9 | 1
CCCC(=O)Nc1ccc(C(=O)N/N=C/c2ccc([N+](=O)[O-])o2)cc1
  -75 | -8 | 65* | 6 | 83* | 7 | 26 | 20 | 9 | 48 | 71*
O=C(c1ccc(Cn2cc(Br)cn2)o1)n1cccn1
  -6 | / | 15 | 9 | 9 | -6 | 3 | -4 | 9 | 7 | 25
C/C(NCc1cccnc1)=C(\C#N)C(=O)NCc1ccccc1
  6 | 1 | -14 | -13 | -1 | -3 | 8 | -7 | 1 | -1 | 2
COc1ccccc1N(C)S(=O)(=O)c1ccc(C(=O)N(C)Cc2cccc(OC)c2OC)cc1
  0 | -4 | 5 | 6 | 18 | 12 | 8 | -9 | -3 | 9 | 10
CC(C)(C)c1ccc(OCC(=O)N(Cc2cccs2)C2CCS(=O)(=O)C2)cc1 (centres undefined)
  -10 | 0 | -3 | 7 | -3 | 1 | 0 | 4 | -4 | 4 | 15
O=C(N/N=C/c1ccccc1Cl)c1nc2ccc([N+](=O)[O-])cc2c(=O)[nH]1
  9 | 0 | -9 | -6 | 2 | -6 | -4 | -1 | 0 | 6 | 1
CCOc1ccc(NC(=O)COC(=O)c2cc(=O)c3ccccc3o2)cc1
  4 | -3 | -6 | 13 | -1 | 7 | -23 | 0 | -5 | -36 | -9
COc1ccc(C(=O)NC(=S)NC2CCSC2=O)cc1 (centres undefined)
  -18 | -1 | -8 | -27 | -14 | -1 | -31 | 12 | -14 | -32 | 5
CC(=O)N(CC1CCCO1)C1(C(=O)NC2CCCC2)CCCCC1 (centres undefined)
  -5 | 3 | -5 | -37 | 1 | -2 | 6 | -3 | -13 | -19 | -9
CC(=O)Nc1ccc(NC(=O)COc2ccc(-c3ccccc3)cc2)cc1
  16 | 12 | -35 | 41 | -16 | -9 | -20 | 0 | -3 | -12 | -10
Cc1cc(C(=O)COC(=O)c2ccc(N)cc2)c(C)n1-c1c(C)n(C)n(-c2ccccc2)c1=O
  9 | -2 | -17 | -16 | 18 | -5 | 7 | -11 | -9 | -2 | 6
CC(C)CC1NC(=O)c2cccnc2-n2c1nc1cc(F)c(F)cc1c2=O (centres undefined)
  3 | / | -10 | -6 | 21 | -5 | 4 | 8 | -5 | -21 | -15
COCCNc1nnc(SCC(=O)c2c[nH]c3ccccc23)s1
  -2 | -5 | -8 | -6 | 3 | 1 | -37 | -5 | -7 | 10 | 6
CNc1ccc(-c2cccc(C#N)c2)cn1
  / | -11 | -15 | -21 | -33 | -10 | -25 | -4 | / | -20 | -35
CCC(C(=O)OCCN(CC)CC)c1ccccc1 (centres undefined)
  3 | -2 | -22 | 8 | 3 | -11 | -2 | 11 | -5 | -8 | 0
COC(=O)c1c(NC(=O)c2c(OC)cccc2OC)sc2c1C(C(=O)OC)CC2 (centres undefined)
  1 | -6 | 7 | -9 | 9 | -6 | -11 | 14 | 5 | -8 | 11
Cc1cccc(NC(=O)CNC(=O)c2cccc(S(=O)(=O)NCc3cccs3)c2)c1C
  1 | -1 | 0 | -18 | 1 | 2 | -10 | 9 | -19 | -2 | 6
O=C(NCCN1CCC(n2c(=O)[nH]c3ccccc32)CC1)c1cccc(F)c1
  / | / | / | -4 | 1 | -8 | -13 | -1 | / | 2 | /
C=CCSc1nc(=O)n2ccc(C)cc2n1
  -2 | 5 | -18 | -20 | -45 | -3 | -6 | -4 | 6 | 1 | -25
CCCCOC(=O)Nc1nnc(SCCOc2ccc(C)cc2)s1
  0 | ? | 5 | 8 | -7 | -7 | 4 | -17 | 0 | 7 | 19
CCOC(=O)c1c(S(=O)(=O)Nc2ccc(C)c(F)c2)c(C)n(C)c1C
  0 | 10 | 6 | 9 | 5 | 1 | 4 | -10 | -9 | 21 | 3
O=C(O)c1ccc(Nc2nc3ccccc3nc2NS(=O)(=O)c2cccs2)cc1
  3 | 7 | -23 | -10 | 8 | -7 | 1 | -7 | -3 | -2 | -20
Cc1nc(C(=O)NCc2ccccc2)sc1C1(C)CC(c2cccc([N+](=O)[O-])c2)=NO1 (centres undefined)
  0 | 11 | -16 | 19 | 22 | -9 | 5 | 7 | -6 | -3 | -6
CCOC(=O)c1ccc(NC(=O)c2ccco2)cc1
  -3 | -2 | -84 | -40 | -112 | -1 | -49 | -8 | 5 | -57 | -67
CCN(CC)C(=O)CSc1nc2c(sc(=S)n2Cc2ccco2)c(=O)n1-c1ccccc1
  7 | -4 | -11 | 13 | -2 | 5 | -5 | 6 | 4 | 13 | 15
C=C(C)c1cccc(C(C)(C)NC(=O)NC2CC(C)(C)NC(C)(C)C2)c1
  -24 | 6 | -12 | 5 | -3 | -3 | -3 | -2 | -3 | 10 | 6
Cc1ccc(-c2nc(N3CCN(C)CC3)c3ccccc3n2)cc1
  -10 | -3 | -5 | -36 | 0 | 10 | -27 | 16 | -2 | -56 | -19
O=C(OCCCc1cc2ccccc2c(=O)o1)c1ccc(F)cc1
  10 | / | 2 | -17 | -7 | 1 | 0 | -12 | 1 | -7 | -1
O=C(Nc1ccc(C(=O)N2CCOCC2)cc1)c1cccc(Br)c1
  4 | 2 | -26 | -19 | -12 | -2 | 18 | -14 | -4 | -29 | -18
Cc1ccc(CNC(=O)C(=O)NCCC2CCCCN2S(=O)(=O)c2cccs2)cc1 (centres undefined)
  12 | 2 | 0 | -24 | 9 | -6 | -18 | 17 | -2 | 22 | 20
Cc1ccc(NC(=O)CCSc2nnnn2-c2ccc3c(c2)OCO3)cc1C
  -6 | -9 | 2 | 8 | 10 | -5 | 10 | -1 | 3 | 17 | -1
NC(=O)c1cnccc1C=Cc1ccccc1
  -4 | 11 | 1 | 9 | 11 | -4 | 11 | -4 | -4 | 3 | 6
O=C(NCCOc1ccc(Cl)cc1)c1cccc(S(=O)(=O)N2CCCC2)c1
  10 | -1 | 0 | 7 | 4 | -23 | 5 | 11 | -13 | 4 | 15
O=C(COc1ccc(Br)cc1Cl)c1ccc[nH]1
  -40 | -11 | -41 | -43 | -49 | 2 | -12 | 0 | -8 | -29 | -40
CC(C)CNC(=O)COC(=O)c1ccc([N+](=O)[O-])cc1Cl
  13 | 1 | 1 | -21 | 4 | 0 | -2 | -9 | -7 | -19 | 7

Printed as active in NR5A2 inv ag, among the entries above:
SMILES | EBV LMP1 NFkB | Vif imaging | NCOA1 inh | NR5A2 inv ag | NOD2 RIPK2 PPI | COUP-TFII inh | TLR9-MyD88 inh | SRC2 inh | SRC3 inh
CCCC(=O)Nc1ccc(C(=O)N/N=C/c2ccc([N+](=O)[O-])o2)cc1 | -75 | -8 | 65* | 83* | 7 | 26 | 9 | 48 | 71*
